From PubChem BioAssay
KB-V1 cytotox: qHTS assay for MDR1-selective chemotherapeutics: Primary screen using the drug-selected MDR subline cells KB-V1. KB-V1 MDR cells viability, CellTiter-Glo, 72 h. Potency, µM (doses to about 46.1 µM), for inactives: at the highest dose activity change, negative = cytotoxicity, hits mostly cytotoxic. 400,000 compounds, 3.4% hits; also: potency is read from the fitted curve at half-maximal effect; % is scaled to controls: 0 for no effect and ±100 for the full control effect; nearly all actives have a fitted effect of over 60% in size
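Readout: CellTiter-Glo luminescence, 10 min after addition. Cells: KB-V1 MDR subline, 72 h at 37 degrees C with compound. Analysis: corrected, normalized data fitted to concentration-effect curves.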
DRD3 agonist: qHTS of D3 Dopamine Receptor Agonist: qHTS | D3R DiscoveRx beta-arrestin cells, luminescence, 90 min | max activation, % | 410,000 compounds, 0.58% hits; in the data active = max activation above about 30%; also: 0% is about no effect; mostly tested at two doses, the higher about 12 µM
Target sequence (P35462 whole entry, looked up): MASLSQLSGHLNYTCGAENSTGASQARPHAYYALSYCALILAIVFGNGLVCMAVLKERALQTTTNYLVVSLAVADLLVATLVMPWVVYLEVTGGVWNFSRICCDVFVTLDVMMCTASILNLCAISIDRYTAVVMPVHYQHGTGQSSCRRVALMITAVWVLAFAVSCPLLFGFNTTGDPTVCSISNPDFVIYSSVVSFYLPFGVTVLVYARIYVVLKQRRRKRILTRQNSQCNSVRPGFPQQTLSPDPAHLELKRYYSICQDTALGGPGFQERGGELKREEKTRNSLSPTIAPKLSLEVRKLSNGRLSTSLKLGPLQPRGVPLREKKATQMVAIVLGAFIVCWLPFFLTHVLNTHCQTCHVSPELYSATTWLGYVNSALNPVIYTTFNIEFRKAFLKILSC
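Agonist-mode cell screen: cells plated at 1500/well and incubated overnight at 37 °C, then exposed to library compounds for 90 min at 37 °C. Detection reagent was added for 30–60 min at room temperature, and luminescence was read.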
SW480 rereplic: A quantitative high throughput screen for small molecules that induce DNA re-replication in SW480 colon adenocarcinoma cells; SW480 DNA re-replication, Hoechst DNA content imaging, 48 h; Potency, µM (highest dose often 46.1 µM), without a hit: at the highest dose re-replication activation, most hits filed as activators; 340,000 compounds, 1.8% hits; AID 624297, 2012; also: potency is read from the fitted curve at half-maximal effect; % of control where 0% means no effect; nearly all actives have a fitted effect of over 55% in size
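Per well, 250 cells were exposed to pinned compound for 48 hr. Nuclear DNA was visualised with Hoechst (40 min, 37 C) and total object intensity recorded by fluorescence scanning.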
IL-1B inflam inh: qHTS for Inhibitors of Inflammasome Signaling: IL-1-beta AlphaLISA Primary Screen | THP-1 LPS/ATP IL-1B secretion, AlphaLISA, 16 h; active compounds read low | activity change, % at 57.5 µM | 360,000 compounds, 4.7% hits; in the data active = activity change below about -50%; inconclusive = mostly about -30% to -49%; also: % is scaled to controls: 0 for no effect and ±100 for the full control effect
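THP-1 cells pretreated 1 hr with compounds (up to 57.5 uM final), then stimulated with LPS (250 ng/mL final) plus ATP (1.25 mM final); secreted IL-1B measured by AlphaLISA after 16 hr, decreased signal indicating inhibition.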
KB-3-1 tox: qHTS assay for MDR1-selective chemotherapeutics: Primary screen using the parental adenocarcinoma cell KB-3-1. KB-3-1 viability, CellTiter-Glo ATP luminescence, 72 h. Potency, µM (titrated, usually from 46.1 µM), without a hit: at the top dose activity change, negative = cytotoxic, most hits filed as cytotoxic. 400,000 compounds, 1.4% hits; also: potency is read from the fitted curve at half-maximal effect; % is scaled to controls: 0 for no effect and ±100 for the full control effect; nearly all actives have a fitted effect of over 60% in size
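Parental KB-3-1 adenocarcinoma cells in phenol-red-free DMEM with 10% FBS were pin-treated with compounds at several concentrations, incubated 72 h at 37 °C, and viability read by CellTiter-Glo luminescence; concentration-effect curves were fitted after normalization.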
HT1080NT lethal: qHTS for induction of synthetic lethality in tumor cells producing 2HG: qHTS for the HT-1080-NT fibrosarcoma cell line; 360,000 compounds, 1.6% hits; HT-1080-NT fibrosarcoma viability, CellTiter-Glo ATP luminescence, 48 h; Potency, µM (titrated, usually from 46.1 µM), for the others: at the highest dose activity, negative = less viability, hits mostly cytotoxic;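 also: NT is the 2HG producing partner of a matched IDH1 knockdown line; potency is read from the fitted curve at half-maximal effect; 0% = DMSO-treated cells and -100% = media-only wells without cells; nearly all actives have a fitted effect of over 55% in size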
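Viability of the 2HG-overproducing fibrosarcoma line after 48 hours of compound exposure at 37 degrees C was determined by luminescence with CellTiter-Glo, and concentration-effect curves were then fitted and categorized.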
MCF10A rerep: A quantitative high throughput screen for small molecules that induce DNA re-replication in MCF 10a normal breast cells; MCF 10A DNA re-replication, Hoechst nuclear intensity, 48 h; Potency, µM (titrated, usually from 46.1 µM), without a hit: at the highest dose activity, positive = re-replication, hits mostly activators; 350,000 compounds, 2.9% hits; also: potency is read from the fitted curve at half-maximal effect; % of control where 0% means no effect; nearly all actives have a fitted effect of over 50% in size
HT1080 IDH1KD tx: qHTS for induction of synthetic lethality in tumor cells producing 2HG: qHTS for the HT-1080-IDH1KD cell line. HT-1080 IDH1 knockdown viability, ATP luminescence, 48 h. Potency, µM (doses to about 46.1 µM), inactives show at the top dose activity, negative = toxicity, usual class: cytotoxic. 360,000 compounds, 2% hits;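 also: potency is read from the fitted curve at half-maximal effect; 0% = DMSO wells and -100% = cell-free medium wells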
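Knockdown cells (IDH1KD HT-1080) received compounds 2 h after plating at 750 cells/well and were kept 48 h at 37 °C in 5% FBS RPMI. A CellTiter-Glo luminescence read gave % activity for curve fitting.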
HEK293 tox: qHTS of GLP-1 Receptor Inverse Agonists: Cytotox Screen | Potency, µM (top dose mostly 38.3 µM), for the others: at the top dose activity change, negative = inhibition, hits mostly inhibitors | 410,000 compounds, 0.13% hits | HEK293 cAMP-luciferase reporter cells, luminescence, 24 h;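 also: loss of luciferase light is scored as toxicity; potency is read from the fitted curve at half-maximal effect; % is scaled to controls: 0 for no effect and ±100 for the full control effect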
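Cells in DMEM/10% Nu serum/1% pen-strep, 1536-well format. Pre-incubated 12 h, dosed with 23 nL compound, incubated a further 24 h. Luciferase detection, 12 min at room temp, luminescence.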
Numbers without * were called inactive; ? = inconclusive; / = not tested or not shown; [ ] = dose if it differs, or a comment. Unless noted, calls follow the shape of the dose curve; as a rule, active = well fitted curve in the direction sought with a large enough effect; inconclusive = small, poorly fitted or top-dose-only effect, or another doubt; inactive = no such curve, though single readings can be large; an effect the other way counts as inactive or inconclusive. An unsorted share of the library (roughly 11% active in at least one column).

SMILES	KB-V1 cytotox	DRD3 agonist	SW480 rereplic	IL-1B inflam inh	KB-3-1 tox	HT1080NT lethal	MCF10A rerep	HT1080 IDH1KD tx	HEK293 tox
COc1cccc(C(=O)NC(=S)Nc2ccc3c4c(cccc24)CC3)c1	-15%	10	-2%	-11	?	1%	5%	-8%	-12%
Cc1nc(C)c(C(=O)Nc2ccc(Oc3ccccc3)cc2)o1	-28%	18	0%	32	3%	?	4%	-1%	2%
CN(C)c1ccnc2sc(C(=O)c3ccccc3)c(N)c12	12%	2	?	-15	13%	3%	?	1%	73%[activator]
CC(C)C[C@H](NC(=O)C1CCN(S(=O)(=O)c2ccccc2)CC1)C(=O)NCc1cccnc1	0%	6	-5%	28	4%	17%	7%	16%	13%
CCn1c(CSCc2ccc(C)cc2)nnc1SCC(=O)N1CCN(c2ccccc2)CC1	-23%	-1	?	-8	-16%	-4%	-1%	?	6%
COC(=O)C1=CN(c2ccc3c(c2)OCO3)C(N)=C(C#N)C1c1cccc(F)c1 (configuration not stated)	3.7µM*	5	/	33	2.3µM*	3.7µM*	/	1.8µM*	-20%
CN(c1ccccc1)S(=O)(=O)c1cccc(NC(=O)c2cc3ccccc3oc2=O)c1	3%	9	3%	21	2%	25%	-4%	0%	-1%
Cn1c(C(=O)N2CCCc3ccccc32)cc2sccc21	15µM*	-12	0%	16	?	12%	-6%	-13%	4%
S=c1[nH]nc2c3c4c(sc3ncn12)CCCC4	0%	-4	-2%[9.22 µM]	25	-12%	5%	15%	10%	0%
O=C(Cn1cnc2ccccc21)NC(c1ccccc1)c1ccccc1	-23%	3	1%	-17	0%	-20%	-2%	?	3%
COc1cccc(C(=O)NNC(=O)C(=O)N2CCCCC2)c1	-2%	14	9%	21	-14%	-17%	-16%	3%	-9%
N#Cc1nc(COc2ccc(Br)cc2)oc1NCCN1CCOCC1	-7%	2	-2%	-8	?	5%	4%	1%	2%
Cc1cc(C)n(CCNC(=O)C2CCC(=O)N(CCc3cccc(F)c3)C2)n1 (configuration not stated)	-10%	4	12%	-9	-1%	7%	-1%	13%	-2%
COc1ccc(NC(=O)c2cc(-c3ccc(F)cc3OC(C)C)n[nH]2)cn1	-7%	6	/	39	?	?	/	26%	-11%
CCn1c(SCC(=O)N/N=C(\C)c2ccncc2)nnc1-c1ccccc1	1%	4	?	0	?	0%	20%	0%	12%
CCCCOC(=O)Cn1c(=N)n(CCN(CC)CC)c2ccccc21	-4%	0	-4%	-5	2%	3%	-8%	10%	11%
Cc1ccc(NCCC(=O)c2cccs2)cc1	-2%	-7	0%	-7	14%	3%	?	8%	5%
COc1cc(NC(=O)COC(=O)/C=C/c2c(C)nn(C3CCS(=O)(=O)C3)c2Cl)cc(OC)c1OC (configuration not stated)	5%	-3	0%	-7	11%	-2%	0%	-2%	-3%
O=C(c1cc(-c2cccc(Cl)c2)nc2ccccc12)N1CCCC1	?	2	11%	-12	13%	-7%	6%	-1%	-6%
CN1C(=O)S/C(=C/c2ccccc2OCc2ccc(C(=O)O)cc2)C1=O	?	-3	1%	11	12%	2%	0%	7%	-9%[7.66 µM]
COc1ccc(S(=O)(=O)c2c(O)c3ccc(C(=O)Nc4ccc(F)cc4F)cc3[nH]c2=O)cc1	-9%	-10	-17%	-4	6%	9%	0%	27%	-18%
CCOc1cccc(C(=O)NCc2ccccc2)c1	6%	-1	3%	?	2%	1%	-9%	-7%	3%
Cc1cc(C(=O)Nc2sc(C)c(-c3ccc(F)cc3)c2C(N)=O)no1	0%	-12	?	0	-2%	-6%	?	0%	2%
CCCCC1Cc2[nH]c(=S)[nH]c(=O)c2C(c2cccc3ccccc23)O1 (configuration not stated)	19%	6	/	26	-3%	-24%	/	?	-4%
COc1ccccc1C(=O)NCCC(=O)N1CCN(S(=O)(=O)c2ccc(Cl)cc2)CC1	-1%	10	-23%	-27	11%	14%	-4%	6%	-25%
Cc1cc2c(cc1S(=O)(=O)N1CCOCC1)NC(=O)CO2	?	3	-12%	-2	36%	7%	-8%	7%	-23%
CCc1c(C(=O)Nc2ccncc2)csc1C	16µM*	-7	-11%	13	0%	-13%	1%	-28%	-3%
CC(C)(C)Cc1nnc(NS(=O)(=O)c2ccc(F)cc2)s1	8%	-1	-3%	34	1%	12%	0%	9%	-12%
COCCCNC(=O)[C@H](Cc1c[nH]c2ccccc12)NC(=O)OCc1ccccc1	-1%	1	-1%	14	0%	17%	5%	12%	-17%
O=C(COn1nnc2ccc(C(F)(F)F)cc21)Nc1nnc(-c2ccccc2)o1	-22%	7	-3%	11	22%	-2%	?	-1%	5%
COc1ccc(CN2C(=O)CSCC2=O)cc1OC	?	-2	-32%[inhibitor]	4	4%	8%	0%	9%	1%
O=C(O)c1ccc(/C=N/Nc2nc(N3CCCCC3)nc(N3CCCCC3)n2)cc1	14%	6	10%	51	3%	7%	0%	6%	-9%
CN1CCN(c2ncnc3c2ncn3[C@H]2CN(Cc3ccncc3)C[C@@H](CO)O2)CC1	3%	6	/	-28	?	17%	/	9%	3%
CCOC(=O)c1noc2ncnc(Nc3cccc(OC)c3)c12	0%	-3	/	/	-3%	/	/	/	-6%
CC1(C)Cc2c(cnn2-c2cccc(F)c2)C(NC(=O)CSc2ccccn2)C1 (configuration not stated)	-5%	-3	-3%	-26	?	0%	-4%	12%	62%[activator]
CSc1ccccc1NC(=O)c1cc(Cl)sc1Cl	2%	4	-4%	21	5%	14%	-5%	17%	-6%
Cc1[nH]c2ccccc2c1C(=O)CN1CCC(C)CC1	8%	-5	-31%[inhibitor]	6	-3%	-4%	1%	4%	-19%
Cc1ccc(OCC(=O)Nc2ccc3c(c2)OCO3)c([N+](=O)[O-])n1	15%	6	-1%	3	10%	9%	3%	4%	4%
COc1ccccc1C(=O)N(CN1CCCC1=O)c1cccc(Cl)c1	-28%	-1	-10%	17	-8%	3%	16%	-2%	-11%
CC1CCc2cc(F)cc3c(O)c(C(=O)NCc4ccco4)c(=O)n1c23 (configuration not stated)	9%	6	-10%	7	3%	0%	26%	2%	-1%
Cc1c(C(=O)OC(C)C)[nH]c2c1C(=O)CC(C)(C)C2	-18%	-7	6%	-20	18%	6%	0%	?	3%
O=C(Cc1c(F)cccc1Cl)NC1CCN(Cc2ccccc2)CC1	?	-24	0%	-26	-21%	-4%	?	4%	1%
Cc1cc(C[n+]2cc(Cl)ccc2N)c2ncccc2c1	-5%	-4	-3%	-76*	?	-11%	6%	-17%	-29%
COC(=O)c1c(NC(=O)CSc2nnnn2-c2ccccc2)sc2c1CCC(C(C)(C)C)C2 (configuration not stated)	15µM*	4	-9%	0	1%	14%	?	2%	0%
CC(OC(=O)c1ccccc1NCCO)C(=O)Nc1ccc(S(=O)(=O)N2CCOCC2)cc1 (configuration not stated)	4%	-1	?	10	-8%	-25%	-7%	-19%	11%

Filtered by structure, those above containing an aryl methoxy group.
SMILES	KB-V1 cytotox	DRD3 agonist	SW480 rereplic	IL-1B inflam inh	KB-3-1 tox	HT1080NT lethal	MCF10A rerep	HT1080 IDH1KD tx	HEK293 tox
COc1cccc(C(=O)NC(=S)Nc2ccc3c4c(cccc24)CC3)c1	-15%	10	-2%	-11	?	1%	5%	-8%	-12%
COc1cccc(C(=O)NNC(=O)C(=O)N2CCCCC2)c1	-2%	14	9%	21	-14%	-17%	-16%	3%	-9%
COc1ccc(NC(=O)c2cc(-c3ccc(F)cc3OC(C)C)n[nH]2)cn1	-7%	6	/	39	?	?	/	26%	-11%
COc1cc(NC(=O)COC(=O)/C=C/c2c(C)nn(C3CCS(=O)(=O)C3)c2Cl)cc(OC)c1OC (configuration not stated)	5%	-3	0%	-7	11%	-2%	0%	-2%	-3%
COc1ccc(S(=O)(=O)c2c(O)c3ccc(C(=O)Nc4ccc(F)cc4F)cc3[nH]c2=O)cc1	-9%	-10	-17%	-4	6%	9%	0%	27%	-18%
COc1ccccc1C(=O)NCCC(=O)N1CCN(S(=O)(=O)c2ccc(Cl)cc2)CC1	-1%	10	-23%	-27	11%	14%	-4%	6%	-25%
COc1ccc(CN2C(=O)CSCC2=O)cc1OC	?	-2	-32%[inhibitor]	4	4%	8%	0%	9%	1%
CCOC(=O)c1noc2ncnc(Nc3cccc(OC)c3)c12	0%	-3	/	/	-3%	/	/	/	-6%
COc1ccccc1C(=O)N(CN1CCCC1=O)c1cccc(Cl)c1	-28%	-1	-10%	17	-8%	3%	16%	-2%	-11%
